KDM5B inh: blocks human KDM5B histone demethylase activity; Q9UGL1; Potency, µM (titrated, usually from 57.7 µM), for the others: at the top dose activity change, negative = inhibition, most hits filed as inhibitors; KDM5B demethylase, FDH-coupled NADH fluorescence (FDH is formaldehyde dehydrogenase); 220,000 tested, 2.6% active; active = well fitted inhibition curve with a large enough effect; inconclusive = small, poorly fitted or top-dose-only effect; inactive = no such curve, though single readings can be large or run the other way; also: 0% is about no effect; nearly all actives have a fitted effect of over 70% in size
Target sequence (Q9UGL1 whole entry, looked up): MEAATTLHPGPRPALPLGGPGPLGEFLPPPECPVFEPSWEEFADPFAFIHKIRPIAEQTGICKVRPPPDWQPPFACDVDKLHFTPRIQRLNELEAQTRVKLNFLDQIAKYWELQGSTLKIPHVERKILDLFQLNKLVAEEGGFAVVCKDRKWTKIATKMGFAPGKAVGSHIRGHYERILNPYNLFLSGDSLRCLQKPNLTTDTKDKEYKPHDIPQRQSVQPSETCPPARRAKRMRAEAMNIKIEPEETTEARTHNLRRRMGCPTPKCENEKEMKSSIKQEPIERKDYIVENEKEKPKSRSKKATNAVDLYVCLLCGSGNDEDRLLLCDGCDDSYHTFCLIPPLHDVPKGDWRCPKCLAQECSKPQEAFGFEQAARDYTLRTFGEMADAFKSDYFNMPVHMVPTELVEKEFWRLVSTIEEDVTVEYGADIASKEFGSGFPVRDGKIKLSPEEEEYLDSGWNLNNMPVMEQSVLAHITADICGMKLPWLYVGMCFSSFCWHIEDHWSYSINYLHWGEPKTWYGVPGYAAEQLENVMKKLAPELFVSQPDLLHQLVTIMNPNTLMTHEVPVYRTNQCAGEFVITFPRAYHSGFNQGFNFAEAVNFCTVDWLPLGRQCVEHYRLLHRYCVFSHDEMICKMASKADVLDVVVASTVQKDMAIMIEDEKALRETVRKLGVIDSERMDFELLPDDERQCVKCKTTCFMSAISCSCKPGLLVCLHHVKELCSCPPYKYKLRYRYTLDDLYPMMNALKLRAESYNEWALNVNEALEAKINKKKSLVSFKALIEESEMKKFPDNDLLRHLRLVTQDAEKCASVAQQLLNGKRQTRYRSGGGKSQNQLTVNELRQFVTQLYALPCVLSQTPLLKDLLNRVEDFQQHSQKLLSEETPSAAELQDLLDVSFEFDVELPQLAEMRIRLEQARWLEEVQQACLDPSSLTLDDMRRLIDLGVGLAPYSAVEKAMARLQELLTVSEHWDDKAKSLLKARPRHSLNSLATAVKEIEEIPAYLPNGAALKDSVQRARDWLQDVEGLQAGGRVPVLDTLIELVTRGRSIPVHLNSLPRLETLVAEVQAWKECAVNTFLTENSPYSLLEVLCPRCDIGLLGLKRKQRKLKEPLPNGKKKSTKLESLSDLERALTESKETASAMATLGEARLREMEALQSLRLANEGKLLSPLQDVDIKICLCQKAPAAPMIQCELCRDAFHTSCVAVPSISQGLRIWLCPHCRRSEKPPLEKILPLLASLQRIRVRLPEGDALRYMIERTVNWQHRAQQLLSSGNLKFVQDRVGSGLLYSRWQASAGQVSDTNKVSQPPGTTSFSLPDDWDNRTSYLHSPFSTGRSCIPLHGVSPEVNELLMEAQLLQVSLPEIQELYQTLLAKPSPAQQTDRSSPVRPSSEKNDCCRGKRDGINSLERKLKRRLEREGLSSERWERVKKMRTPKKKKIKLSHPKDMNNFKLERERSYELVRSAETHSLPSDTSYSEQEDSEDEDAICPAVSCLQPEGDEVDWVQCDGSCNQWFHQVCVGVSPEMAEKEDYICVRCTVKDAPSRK
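Coupled FDH/NAD⁺ fluorescence readout. KDM5BΔAP 200 nM final; compound titration, 10 min RT preincubation; substrate mix 12.5 µM H3K4me3, 25 µM 2-OG, 50 µM Fe(II), 100 µM ascorbate, 0.25 mM NAD⁺, 0.25 U/mL FDH; ΔRFU over 30 min.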
Starred values were filed as active, the others as inactive; i = inactive; ? = inconclusive; [ ] = dose if it differs, or a comment. Potency is read from the fitted curve at half-maximal effect. An excerpt; count on the stated rates, not on these rows.

SMILES	KDM5B inh
CCc1cc(N2CCC3(CCCN(C)C3=O)C2)nc(N2CCCC2)n1 (centres undefined)	34%
CC(C)(C)c1ccc(C(=O)Nc2nc3c(s2)C[C@@H]2[C@](C)(CO)[C@H](O)CC[C@@]2(C)[C@@H]3CC(=O)NC2CC2)cc1	?
COc1ccc(N2CCN(C(=O)c3noc(-c4ccc(C)cc4)n3)CC2)cc1	-15%
COc1ccccc1C(CNC(=O)c1cccc2c(=O)c(C)c(-c3ccccc3)oc12)N(C)C (centres undefined)	4%
O=C(CSc1cnc2ccccc2n1)Nc1ccc2c(c1)OCCCO2	10%
CSc1cccc(NC(=O)CN2C(=O)COc3ccc(Cl)cc32)c1	-12%
O=C(c1c(F)cccc1F)N1CCC(CN2CCOCC2)CC1	18%
CCOc1ccc(CCNC(=O)c2cc(C)nc3c2c(C)nn3-c2cccc(F)c2)cc1	-5%
CC(C)C(C(=O)NCc1ccco1)N(Cc1ccco1)C(=O)CNS(=O)(=O)c1ccc(F)cc1 (centres undefined)	-9%
CCCS(=O)(=O)c1nc(S(=O)(=O)c2ccc(C)cc2)c(NCCCOC(C)C)s1	-25%
CC(C)COC(=O)/C(C#N)=C\c1c[nH]c2ccccc12	7%
COc1ccc(CN2CC3(C2)NC(=O)c2ccccc2O3)cc1	-5%[86.2 µM]
COc1ccc(OC)c(NC(=O)C2Cn3cccc3C(=O)N2C)c1 (centres undefined)	-6%
CCOC(=O)c1cnc2c(OC)cccc2c1Nc1ccccc1C(=O)O	?
COc1ccc(S(=O)(=O)N2CCN(C)CC2)cn1	19%
COC(=O)c1ccc(OC)c(CN2C(=O)N(c3ccc(C(C)=O)cc3)S(=O)(=O)c3ccccc32)c1	-10%
O=C(O)CCn1ncc2cc(OCC3CCN(C(=O)C4CC4)CC3)ccc21	-12%[86.2 µM]
Cc1ccc(/C=C/C(=O)c2cc3ccccc3oc2=O)cc1	?
CCOc1ccc(CNC(=O)c2ccc3c(c2)nc2n3CCOC2)cc1OC	-20%
Cc1nn(-c2ccc3nnc(C)n3n2)c(C)c1CCC(=O)Nc1ccc(OC(F)(F)F)cc1	-5%
O=C(c1ccccc1)N1CCN(CC2CC=CCC2)CC1 (centres undefined)	-45%
CCOC(=O)C1(Cc2cccc(Cl)c2)CCCN(C(=O)c2csc(C(C)=O)c2)C1 (centres undefined)	3%
O=C(CCc1ccccc1)Nc1cnc2ccccc2c1	?
Cc1nc2scc(CC(=O)Nc3ccc(F)cc3)n2c(=O)c1-c1cc(C)n(-c2ccccc2F)n1	?

Sorted by value in KDM5B inh (high to low): 3 of the compounds above
SMILES	KDM5B inh
CCOC(=O)C1(Cc2cccc(Cl)c2)CCCN(C(=O)c2csc(C(C)=O)c2)C1 (centres undefined)	3%
Cc1nn(-c2ccc3nnc(C)n3n2)c(C)c1CCC(=O)Nc1ccc(OC(F)(F)F)cc1	-5%
CCOc1ccc(CNC(=O)c2ccc3c(c2)nc2n3CCOC2)cc1OC	-20%

Next part.
SMILES	KDM5B inh
Cc1nc(-c2c3n(c(=O)n(Cc4cc(F)ccc4F)c2=O)CCCCC3)no1	-19%
N#Cc1ccc(COC(=O)c2cc3ccccc3[nH]2)cc1	?
O=C(NCc1ccsc1)c1nc(-c2ccc(Cl)cc2)c2cnccn12	i
O=C(NC(=S)Nc1cc(Cl)ccc1O)c1cccc(Br)c1	27%
C=CCNc1nc2c(c(=O)[nH]c(=O)n2C)n1CCOc1ccccc1	6%
CN1CCN(C(=O)N2CCC(c3nccn3CC3CC3)CC2)CC1	37%[activator]
Cc1cccc2c(=O)c(-c3ccccc3)c(NC(=O)C(C)C)oc12	9%
CCOC(=O)c1noc2ncn(Cc3nc(-c4cccc(OC)c4OC)oc3C)c(=O)c12	12%
CCOC(=O)c1[nH]c(C)c(/C(Br)=C/Br)c1C	-9%
N#Cc1cccc(CN2CCCC2=O)c1	22%
CNC(=O)[C@@H]1CN(S(C)(=O)=O)C[C@H]1COC	2%
Cc1cc(C)cc(NC(=O)Cn2c(N3CCCCC3)nc(C)c(C)c2=O)c1	4%
CCN(CC(=O)NC(=O)NC)Cc1ccc(C#N)cc1F	-1%
CN(CCNC(=O)NC1CCC(C(F)(F)F)CC1)Cc1ccccc1 (centres undefined)	-2%
CCc1ccccc1NC(=O)CN1C(=O)C2CCCN2c2ccc(S(=O)(=O)N(CC)CC)cc21 (centres undefined)	25%
Cc1cc(C)cc(C(=O)NCc2nnc3c(-c4nc(C5CC5)no4)cccn23)c1	?
CC(Sc1nnc(-c2ccco2)n1-c1ccccc1)C(=O)NCc1ccc2c(c1)OCO2 (centres undefined)	16%
Cc1ccccc1-c1nc(SCC(=O)N(C)c2ccccc2)c2c(=O)n(C)c(=O)n(C)c2n1	-7%
COc1ccc(C2NC(=O)N(Cc3nc(C4CCCCC4)no3)C3=C2C(=O)OC3)cc1 (centres undefined)	-7%
COc1cc(S(=O)(=O)N2CCCC2)c(OC)cc1Cl	-3%
Cc1ccc2c(c1)c1c(c(=O)n(-c3ccccc3C)c(=O)n1Cc1cccc(F)c1)n2C	?
COCCCNC(=O)CS(=O)Cc1nc(-c2ccc(OC)c(OC)c2)oc1C (centres undefined)	?
CCn1ccc(C(=O)N2CCC3(CC2)NCCc2c3[nH]c3ccc(OC)cc23)n1	?
CC(C)(C)C(=O)N1C[C@H]2OC(=O)N(CCc3cccc(Cl)c3)[C@H]2C1	15%

Five compounds picked at random from the list so far, as already listed:
SMILES	KDM5B inh
CCN(CC(=O)NC(=O)NC)Cc1ccc(C#N)cc1F	-1%
COCCCNC(=O)CS(=O)Cc1nc(-c2ccc(OC)c(OC)c2)oc1C (centres undefined)	?
COc1cc(S(=O)(=O)N2CCCC2)c(OC)cc1Cl	-3%
Cc1cc(C)cc(C(=O)NCc2nnc3c(-c4nc(C5CC5)no4)cccn23)c1	?
CCn1ccc(C(=O)N2CCC3(CC2)NCCc2c3[nH]c3ccc(OC)cc23)n1	?

(further entries)
SMILES	KDM5B inh
CC(NC(=O)CSc1nnc(-c2ccccc2)o1)c1ccc2c(c1)CCCC2 (centres undefined)	-5%
CC(C)Cc1cc(CNc2nccc(-c3cc(C(=O)O)ccn3)n2)no1	32µM*
COc1ccc(CCNC(=O)C(=O)Nc2ccc(C)c(C)c2)cc1OC	-11%
O=C(CCc1ncc(-c2ccccc2)o1)N1CCCN(Cc2ccc(F)cc2)CC1	12%
CC(=O)N[C@H]1CN(c2cncc(C(=O)N3CCCC3)n2)C[C@@H]1C1CC1	28µM*
O=C(CCc1ncc(-c2c(F)cccc2F)o1)NCC(=O)Nc1ccccc1Br	17%
COc1ccc(C(=O)NC2CCCN(c3nc4ncccc4o3)C2)cc1 (centres undefined)	-15%
CN1CCN(C(=O)C2CCCN(c3nc(Cl)nc4nc[nH]c34)C2)CC1 (centres undefined)	10%
CC(C)c1nc2c(c(-c3ccc(Cl)cc3)n1)CN([S+](=O)([O-])c1cccs1)CC2	1%
CC(C)(C)OC(=O)N1CCCN(C(=O)c2ccc(Cl)cc2)CC1	-3%
CCC(CC)c1nn2c(=O)cc(COc3ccc(NC(=O)c4cccc(Cl)c4)cc3)nc2s1	-18%
N#Cc1ccc(C(=O)N2CCN(S(=O)(=O)c3ccc(F)cc3)[C@@H](C(=O)N[C@H]3CCCNC3=O)C2)cc1	-10%
O=C(Nc1ccccc1)N1CCC(N2CCN(Cc3ccccn3)C(=O)C2=O)CC1	7%
CCOCc1nc(C2CCCN2S(=O)(=O)c2cccs2)no1 (centres undefined)	-1%
Cc1ccc(N2CC(C(=O)Nc3ccccc3OC(F)F)CC2=O)cc1 (centres undefined)	-7%
O=S(=O)(N[C@@H]1CCOC[C@H]1Oc1ccccn1)c1ccc(Cl)s1	22%
Cn1c(SCC(=O)Nc2ccccc2)nnc1-c1ccccc1	-7%
CC1CCN(C(=O)CSc2nc3cc(Cl)ccc3c(=O)n2Cc2ccccc2)CC1	0%
COc1cc(CNC(=O)c2ccc3c(c2)c(C)c(C)n3Cc2cccc(C)c2)cc(OC)c1OC	26%
O=C(NCc1cccnc1)[C@@H]1C[C@@H](O)CN1C1CCN(C(=O)CCc2ccccc2)CC1	4%
CSc1nc2ccc(NC(=O)Cc3cccc(C(F)(F)F)c3)cc2s1	11%
O=C(NCC1CCOCC1)c1cnccn1	4%
CCOc1cc(/C=C2\C(=N)N3N=CSC3=NC2=O)ccc1OS(=O)(=O)c1ccccc1	?
COc1cccc([C@H]2[C@@H](C(=O)O)c3ccccc3C(=O)N2Cc2ccc(F)cc2)c1	13%
COP(=O)(OC)c1nc(-c2ccco2)oc1NCc1ccc(C)cc1	?
CCCCOc1cccc(C2c3c(oc4ccccc4c3=O)C(=O)N2c2ccccn2)c1 (centres undefined)	-6%
CCC(=O)N1CCc2cc(CNS(=O)(=O)c3ccc(Cl)s3)ccc21	?
N#Cc1ccc(/C=C/c2ccc3c([N+](=O)[O-])cccc3n2)cc1	39%[activator]
CCCCCn1nc(C(=O)NCC(=O)Nc2ccc(Br)cc2C)c2ccccc2c1=O	-11%
Cc1oc(-c2cccc(C(F)(F)F)c2)nc1CN1CCCC(CO)C1 (centres undefined)	20%
COc1ccc2[nH]c(C(=O)N3C[C@@H](Oc4ccccc4)C[C@H]3C(=O)N3CCOCC3)cc2c1	?
CCOC1CCN(Cc2ccc(C(=O)Nc3c(C)cccc3C)cc2)CC1	15%
O=S(=O)(c1ccccc1)N1CCC(O)(CN2CCN(c3ccccc3)CC2)CC1	24%
CCOC(=O)c1c(C)n(CC(=O)O)c2ccc(OC)cc12	1%
CSc1ccc(/C=N\Nc2nncn2N)cc1	?
CC[C@H]1CN(C(=O)N2CCOCC2)CC[C@H]1CC(=O)NCCOC	-8%[86.2 µM]

An excerpt from above in order of length of the SMILES, high to low.
SMILES	KDM5B inh
COc1ccc2[nH]c(C(=O)N3C[C@@H](Oc4ccccc4)C[C@H]3C(=O)N3CCOCC3)cc2c1	?
O=S(=O)(c1ccccc1)N1CCC(O)(CN2CCN(c3ccccc3)CC2)CC1	24%
CC[C@H]1CN(C(=O)N2CCOCC2)CC[C@H]1CC(=O)NCCOC	-8%[86.2 µM]
CCOC1CCN(Cc2ccc(C(=O)Nc3c(C)cccc3C)cc2)CC1	15%
COP(=O)(OC)c1nc(-c2ccco2)oc1NCc1ccc(C)cc1	?
CCOC(=O)c1c(C)n(CC(=O)O)c2ccc(OC)cc12	1%

(listing goes on)
SMILES	KDM5B inh
O=C1C(N2CCN(S(=O)(=O)Cc3cccc(Cl)c3)CC2)CCN1Cc1cccnc1 (centres undefined)	1%
Cc1nn(-c2ccc(Cl)nn2)c2c1C(c1coc3ccccc3c1=O)CC(=O)N2 (centres undefined)	-8%
O=C1CC2(CCN([S+](=O)([O-])c3cccc(C(F)(F)F)c3)CC2)Oc2ccccc2N1c1ccccc1	3%
CO[C@H]1C(=O)N(C(C)C)[C@H]1C1CCN(Cc2cccc(C#N)c2)CC1	-12%
CCc1ccc(C(=O)N2CCN(c3ccc(NC(=O)c4cccnc4)cc3)CC2)cc1	29%
O=C(NC1CCCCCC1)c1cc(-c2cccc(Br)c2)nc2ccccc12	29%
COc1ccc(CCN=Cc2ccccc2O)cc1OC	20%
COc1ccc(OC)c(-c2csc(-c3c(N)c(C(=O)c4ccc(Cl)cc4)n4ccccc34)n2)c1	-7%
O=C(Nc1ccccc1)c1nnc(CSCC(=O)N2CCN(c3cccc(Cl)c3)CC2)s1	5%
COc1ccc2cc(C(=O)N3CCN(S(=O)(=O)c4ccc(C)cc4)CC3)c(C)nc2c1	?
CCOc1cc(C(=O)Nc2cccc3cccnc23)cc(OCC)c1OCC	-23%
N#Cc1cccc(CN2CCOC[C@H](O)C2)c1	-11%[115 µM]
COc1cccc(-c2cc(-c3ccccc3OC)nc3c(C)noc23)c1	?
COc1ccc(Cl)cc1NC(=O)C1CC(=O)N(C2CCCCC2)C1 (centres undefined)	-12%
O=C(CN1CCN(c2ccc(C(F)(F)F)cn2)CC1)Nc1nc(-c2ccc(F)c(F)c2)cs1	-5%
CCOc1ccccc1C1NC(=O)N(CC(=O)Nc2cccc(C(F)(F)F)c2)C2=C1C(=O)OC2 (centres undefined)	-20%
CC(C)Oc1cccc(C(=O)Nc2cc(Cl)cc(Cl)c2)c1	-9%
Cc1cccc(NC(=O)NC2CCCCCCC2)c1C	39%[activator]
CCC(OC(=O)c1nsc(Cl)c1Cl)C(=O)NCCc1ccccc1 (centres undefined)	24%
CC(C)NC(=O)C1=CC(c2ccc3c(c2)OCO3)=NS(=O)(=O)N1C	-12%
O=C(NCCCc1ccccn1)C1CC(=O)N(C2CC2)C1 (centres undefined)	-3%
CC(C)c1ccc(NC(=O)c2ccc(=O)n(Cc3ccccc3)c2)cc1	?
c1ccc(CN(Cc2ccccc2)c2ncnc3c2nnn3Cc2ccccc2)cc1	?
O=C(NC1CCCC1)c1cc2cc(Br)ccc2o1	-8%
COc1cc(/C=C2/NC(=O)NC2=O)ccc1OCc1cccc(F)c1	8%
O=S(=O)(NCc1ccccc1)NCc1ccc(Cl)cc1Cl	11%
CC1(C)CC(NC(=O)COc2ccc(Br)cc2Cl)CC(C)(C)N1	21%
O=C(NCCc1ccncc1)c1coc(COc2ccc(F)cc2Cl)n1	8%
COc1ccc(CCNC(=O)c2ccccc2C(=O)NCCc2ccc(OC)cc2)cc1	2%
CN(C)C[C@@H]1CN(Cc2ccccn2)C[C@H]1NC(=O)c1c[nH]c2ccccc12	-19%
Cc1nc2ccccc2n1Cc1cn([C@@H]2CN[C@H](C(=O)O)C2)nn1	?
CCSc1nc(=S)cc(C)[nH]1	?
O=C(Nc1ccc(F)cc1)c1ccc2cc[nH]c2n1	112µM*
